# TWEAK Fn14 block: inhibitors of TWEAK-Fn14 interaction signaling | inhibition, % at 10 µM | AID 1159606 | 2% of 360,000 active | TWEAK-stimulated Fn14 reporter cells, luciferase luminescence, 8 h; in the data active = inhibition above about 50%
# TROY signal inh: TROY signaling inhibition. Q293 LMP1-TROYcd NF-kB luciferase reporter, 4 h. inhibition, % at 10 µM. 0.98% of 360,000 active;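 active = compounds whose plate-normalised and pattern-corrected inhibition of the luciferase reporter signal at the single screening dose is 50% or more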
# ABHD5-PLIN5 inh: blocks binding of human ABHD5 to perilipin-5; Q00G26+Q8WTS1; Split G. princeps luciferase complementation, luminescence, 4 h; inhibition, % at 4 µM; 0.78% of 360,000 active;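 active = inhibition above the mean inhibition across every tested compound plus 3 SD, cut at about 22% in these data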;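 note: 0% = DMSO only wells and the 100% control is not disclosed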
# TLR9-MyD88 inh: blocks human TLR9 binding to MyD88 | Q9NR96+Q99836 | CHO BLA complementation TLR9-MyD88, CCF4 FRET ratio | inhibition, % at 4.98 µM | 0.21% of 340,000 active;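 active = inhibition above the mean over all tested compounds plus 3 SD, cut at about 21% in these data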;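 note: 0% = DMSO only wells and 100% = clavulanate BLA inhibitor control wells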
# SRC1 inh: inhibits human SRC1 coactivator; HEK293 GAL4-SRC1 luciferase reporter, luminescence; inhibition, % at 3.6 µM; 0.12% of 360,000 active;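 active = inhibition above the campaign mean plus 3 SD, with each screening campaign given its own cutoff, cut at about 60% in these data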;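 note: 0% = DMSO treated cells and 100% = gossypol at 36 µM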
# Exocytosis inh: lytic granule exocytosis inhibition; TALL-104 LAMP-1 surface exposure, flow cytometry; cells stimulated with thapsigargin and PMA; inhibition, % at 10 µM; 0.66% of 360,000 active;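 active = inhibition above about 55%, limit read from the data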
# COUP-TFII inh: NR2F2 (human) inhibition, primary screen; HEK293T NGFI-A luciferase reporter, luminescence; inhibition, % at 8.6 µM; 0.7% of 370,000 active; AID 686940;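 active = inhibition above a per-plate cutoff, mean inhibition of test wells between control levels plus 3 SD, cut at about 38% in these data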;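 note: cells cotransfected with COUP-TFII expression vector driving the NGFI-A reporter; 0% = median of COUP-TF2 test wells and 100% = reporter-only cells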
# LRH-1 inv ag: NR5A2 inverse agonism in reporter assay; AID 602396; HEK293T StAR-luciferase reporter, LRH-1 transfected, 24 h; 0.13% of 360,000 active; inhibition, % at 3.6 µM;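 active = inhibition above the mean inhibition of all tested compounds plus 3 SD, cut at about 73% in these data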;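 note: 0% = DMSO wells and 100% = reporter-only cells lacking LRH-1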
# Target sequence (O00482 whole entry, looked up): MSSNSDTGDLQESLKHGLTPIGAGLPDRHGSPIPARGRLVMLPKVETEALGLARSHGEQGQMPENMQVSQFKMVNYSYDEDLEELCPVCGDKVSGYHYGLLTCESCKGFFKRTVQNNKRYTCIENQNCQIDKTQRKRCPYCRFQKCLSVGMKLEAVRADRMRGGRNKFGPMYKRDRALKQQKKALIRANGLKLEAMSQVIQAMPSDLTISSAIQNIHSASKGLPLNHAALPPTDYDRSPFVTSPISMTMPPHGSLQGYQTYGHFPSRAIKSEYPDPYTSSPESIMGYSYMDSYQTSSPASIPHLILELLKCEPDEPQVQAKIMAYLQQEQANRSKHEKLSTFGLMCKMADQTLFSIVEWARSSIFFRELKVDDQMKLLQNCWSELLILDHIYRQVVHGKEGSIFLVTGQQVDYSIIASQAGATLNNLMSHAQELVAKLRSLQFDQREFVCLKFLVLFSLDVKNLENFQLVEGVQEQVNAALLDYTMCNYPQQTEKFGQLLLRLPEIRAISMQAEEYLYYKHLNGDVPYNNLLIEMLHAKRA
# SRC3 inh: inhibitors of human steroid receptor coactivator 3 (SRC3); Q9Y6Q9; HEK293 GAL4-SRC3 luciferase reporter, luminescence; inhibition, % at 3.6 µM; 0.17% of 360,000 active; AID 588352;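 active = inhibition above a per-campaign cutoff, the mean of all compounds plus 3 SD, cut at about 60% in these data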;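 note: 0% = DMSO-treated cells and 100% = gossypol-treated cells at 36 µM; higher means less SRC3-driven luciferase light from the GAL4 reporter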
# NOD2-RIPK2 inh: blocks binding of human NOD2 to RIPK2; CHO BLA complementation NOD2-RIPK2, CCF4 ratio; AID 624267; O43353; inhibition, % at 4.98 µM; 0.38% of 360,000 active; in the data active = inhibition above about 21%;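 note: 0% = vehicle only and 100% = reference blocker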
# Target sequence (O43353 whole entry, looked up): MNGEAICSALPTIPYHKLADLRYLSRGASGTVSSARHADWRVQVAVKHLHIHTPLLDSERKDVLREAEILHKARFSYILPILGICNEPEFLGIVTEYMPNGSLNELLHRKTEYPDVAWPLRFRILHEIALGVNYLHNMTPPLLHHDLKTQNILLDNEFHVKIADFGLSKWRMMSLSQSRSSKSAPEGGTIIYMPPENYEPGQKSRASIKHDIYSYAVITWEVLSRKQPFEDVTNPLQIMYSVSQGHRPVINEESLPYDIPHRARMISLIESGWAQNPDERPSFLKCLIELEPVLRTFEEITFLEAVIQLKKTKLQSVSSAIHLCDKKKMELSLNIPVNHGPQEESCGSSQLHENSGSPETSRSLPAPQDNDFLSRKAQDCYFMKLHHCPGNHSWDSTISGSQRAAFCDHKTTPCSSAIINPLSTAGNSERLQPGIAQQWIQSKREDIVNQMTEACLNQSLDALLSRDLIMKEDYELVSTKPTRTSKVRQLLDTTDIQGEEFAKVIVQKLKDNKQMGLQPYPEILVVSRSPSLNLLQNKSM
# SRC2 inh: inhibits human steroid receptor coactivator 2. Q15596. HEK293 GAL4-SRC2 luciferase reporter, luminescence. inhibition, % at 9 µM. 0.17% of 370,000 active. AID 651957;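 active = inhibition above the mean inhibition of all tested compounds plus 3 SD, set per campaign, cut at about 52% in these data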;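 note: 0% = DMSO treated cells and 100% = cells given Gossypol at 36 µM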
# Active calls of the source: *; · = no result given. Some of the compounds tested; rates above refer to the full screens.
SMILES,TWEAK Fn14 block,TROY signal inh,ABHD5-PLIN5 inh,TLR9-MyD88 inh,SRC1 inh,Exocytosis inh,COUP-TFII inh,LRH-1 inv ag,SRC3 inh,NOD2-RIPK2 inh,SRC2 inh
CC(Cc1ccccc1)N1C(=O)c2ccccc2C1=O (stereo not drawn),-3,-11,6,-5,-20,25,-5,-9,-2,9,4
O=C(c1ccc2c(c1)OCO2)C1CCCN(Cc2ccccn2)C1 (stereo not drawn),-1,-2,1,2,-6,-3,10,-3,2,-17,4
O=c1c2ccccc2nc(CNCc2ccco2)n1-c1ccc(F)cc1,2,-23,8,-7,-14,1,10,-13,11,-5,-44
COc1ccc(C)cc1NC1=NCCCS1,-1,-3,11,6,3,6,-4,0,13,-5,-3
Fc1ccc(N2CCN(Cc3cc4c(cc3Br)OCO4)CC2)cc1,-22,-3,-9,-11,-1,-2,10,5,11,4,-11
C[N+](C)(C)CC1CCCc2ccccc2C1=O (stereo not drawn),8,-5,-2,-6,-7,-6,16,-6,-17,-5,1
O=C(Nc1ccc(F)cc1F)c1cccn(Cc2ccccc2)c1=O,25,-12,1,-4,-5,-9,5,-32,10,-12,0
O=c1[nH]c(=S)n(-c2ccc(F)cc2)c(O)c1/C=N/N1CCOCC1,-3,3,-1,-3,2,3,-2,4,13,-9,-43
O=c1c2ccccc2nc(-c2ccccc2)n1-c1cccc(O)c1,12,19,-2,-8,1,-1,-10,19,-4,15,13
O=C(COc1ccc(Cl)cc1)NCCc1cnc[nH]1,20,9,-5,-6,3,3,-3,-11,4,6,-5
COP(=O)(C#Cc1ccccc1)C(O)c1ccc(Br)cc1 (stereo not drawn),6,-2,8,-9,1,-1,-9,9,9,10,-11
COc1cc(/C=C2\C(=O)NC(=O)N(c3ccccc3)C2=O)cc(OC)c1O,1,0,34*,-1,-3,0,-12,-7,-25,-8,-9
CC(Cc1ccccc1)NC(=O)NC(C)Cc1ccccc1 (stereo not drawn),7,-54,3,6,-76,-3,-18,-124,-80,-1,-66
O=C(N/N=C/c1c(O)n(C2CCCCC2)c(=S)[nH]c1=O)c1ccccc1,-3,-18,-4,6,-10,-10,-39,-12,-22,5,-22
O=C(Cn1ncn2c(cc3cc(F)ccc32)c1=O)N1CCC2(CC1)OCCO2,8,-4,1,-4,2,-1,-2,-2,16,-1,-14
COc1cc(C2SCC(=O)Nc3c2c(C)nn3-c2ccccc2)cc(OC)c1OC (stereo not drawn),5,1,-5,-7,-1,1,-12,-4,9,-7,-9
NCCc1ccc(S(=O)(=O)F)cc1,-23,-4,1,6,-15,0,19,12,14,6,9
Cn1c(C(=O)O)c(CC(=O)N2CCN(Cc3ccccc3)CC2)c2ccccc21,-6,7,-2,3,-2,0,-16,-4,7,2,-38
OCC#CC[N+]1(CC#Cc2ccccc2)CCOCC1,11,10,-8,2,-3,0,11,-3,-4,-11,-27
CCc1ccccc1NC(=O)N1C[C@H]2C[C@@H](C1)c1cccc(=O)n1C2,-14,-10,3,5,5,-4,-2,27,23,-8,-4
C[C@H]1CCCC(=O)CCC/C=C/c2cc(O)cc(O)c2C(=O)O1,42,15,3,0,21,-2,12,-13,15,-15,-18
O=c1[nH]c2ccccc2n1C1CCN(C(c2nnnn2C2CCCC2)C2CC2)CC1 (stereo not drawn),13,0,2,·,13,2,0,7,2,-4,8
Cc1cccn2c(=O)c3c(nc12)N1CCc2ccccc2C1C1(C3)C(=O)NC(=O)N(C)C1=O (stereo not drawn),43,19,-2,8,-6,1,-14,14,1,-8,-15
O=c1[nH]c(=O)n(CCC2=CCCCC2)c(O)c1C=Nc1cccc(F)c1,17,8,-5,0,6,0,-10,7,3,7,1
CCN1C(=O)C(=C/C=C/c2ccco2)C(=O)N(CC)C1=S,14,-4,5,-8,1,-2,4,-4,8,15,5
CN(C)P(=O)(N(C)C)N1CC1,-2,10,-10,-3,-2,9,-15,13,6,-6,-14
C=C[C@H]1CN2CC[C@H]1C[C@@H]2[C@@H](O)c1ccnc2ccccc12,6,-12,-7,-15,-11,-4,3,-28,8,-9,1
COC(=O)C1=C(c2ccc(OC(F)(F)F)cc2)C[C@@H]2CC[C@H]1N2C(=O)NCCCOC(C)C,14,-15,-1,-1,5,6,9,6,-10,-11,2
Cc1nc2cc(C(F)(F)F)ccc2n1C1CCN(Cc2nnnn2Cc2cccs2)CC1,4,12,15,-8,-12,10,23,-3,-8,4,2
COC(=O)c1ccc(CN2CCN(Cc3ccccc3)CC2)cc1,14,8,-3,-11,8,-3,-12,-16,9,-9,4

# Quoted at random: four compounds from above.
SMILES,TWEAK Fn14 block,TROY signal inh,ABHD5-PLIN5 inh,TLR9-MyD88 inh,SRC1 inh,Exocytosis inh,COUP-TFII inh,LRH-1 inv ag,SRC3 inh,NOD2-RIPK2 inh,SRC2 inh
COP(=O)(C#Cc1ccccc1)C(O)c1ccc(Br)cc1 (stereo not drawn),6,-2,8,-9,1,-1,-9,9,9,10,-11
O=c1[nH]c2ccccc2n1C1CCN(C(c2nnnn2C2CCCC2)C2CC2)CC1 (stereo not drawn),13,0,2,·,13,2,0,7,2,-4,8
CN(C)P(=O)(N(C)C)N1CC1,-2,10,-10,-3,-2,9,-15,13,6,-6,-14
COc1cc(C2SCC(=O)Nc3c2c(C)nn3-c2ccccc2)cc(OC)c1OC (stereo not drawn),5,1,-5,-7,-1,1,-12,-4,9,-7,-9

# The results go on.
SMILES,TWEAK Fn14 block,TROY signal inh,ABHD5-PLIN5 inh,TLR9-MyD88 inh,SRC1 inh,Exocytosis inh,COUP-TFII inh,LRH-1 inv ag,SRC3 inh,NOD2-RIPK2 inh,SRC2 inh
O=C(COc1ccccc1)N1CCN(Cc2c[nH]c3ccccc23)CC1,10,5,3,8,-1,0,7,14,20,-8,-5
CCCCn1c(N)c(N(CCOC)C(=O)CN2CC=C(c3ccccc3)CC2)c(=O)[nH]c1=O,-5,19,2,3,-6,-3,12,-9,-9,-8,-8
COC(=O)C1=C(c2ccc(F)cc2OCc2ccccc2)C[C@@H]2CC[C@H]1N2C(=O)NCc1cccc(OC)c1,30,19,7,-14,-27,-2,6,6,-7,-5,13
Cc1cc(=O)oc2cc(OCC(=O)N3C[C@H]4C[C@@H](C3)c3cccc(=O)n3C4)ccc12,2,-6,6,3,-1,-4,-2,-7,8,-9,-24
CCNC(=O)[C@H]1O[C@@H](n2cnc3c(N)ncnc32)[C@H](O)[C@@H]1O,-38,0,-3,-9,-46,-4,-70,1,-12,-3,-19
CN(C)C(=O)Oc1ccc2c(=O)c(Oc3ccccc3Br)coc2c1,-1,-15,0,4,-19,-4,-2,9,-13,3,-4
O=C(c1cc2c(s1)CCCC2)N1CCC2(CC1)OCCO2,-6,-11,1,-7,-39,0,-19,-36,-23,1,-20
C#C[C@]1(O)CC[C@H]2[C@@H]3CCC4=CC(=O)CC[C@]4(C)[C@H]3CC[C@@]21C,-11,6,0,3,11,0,10,15,9,-5,-15
Cn1c(O)c(C(=Nc2ccccc2)SCc2ccc(Cl)cc2)c(=O)n(C)c1=O,0,-20,-9,-2,-5,1,-1,10,9,-6,-1
NS(=O)(=O)c1cccc(N2CCNCC2)c1,-23,-18,0,-9,-53,-3,18,-2,-2,-2,14
COc1ccc(/C=C2\C(=O)NC(=O)N(Cc3ccccc3)C2=O)c(OC)c1OC,-8,8,16,4,16,2,17,0,14,-10,-14
O=P(O)(O)COc1ccccc1O,-4,-8,6,-6,1,-3,1,-7,13,-4,-10
CC(=O)N1CCCSC1=Nc1ccccc1,25,27,0,6,-22,-2,5,11,16,12,-37
Cc1ccc(NP(=O)(Oc2ccccc2)Oc2ccccc2)cc1,-9,-4,12,-9,-4,-4,6,3,-1,-2,-12
Brc1ccccc1CNCCc1ccc2c(c1)OCO2,-18,-22,-8,-10,-9,0,11,13,-11,-4,3
Cc1ccccc1CN1CCN(C(=O)Cc2ccccc2)CC1,-5,-4,0,-9,11,-1,23,-8,2,-16,-10
CC(C)NS(=O)(=O)c1ccc(OCC(=O)N2CCN(C)CC2)cc1,-20,-11,-2,-5,-17,1,-11,28,1,-2,-15
CC(=O)c1c(C)n(Cc2ccccc2Cl)c2ccc(O)cc12,-22,20,-10,3,-16,-1,7,-4,-20,-15,-14
Cc1cccc(C(O)(C(=O)O)c2ccccc2)c1 (stereo not drawn),13,-5,-7,-17,-24,-1,12,6,-10,-7,-30
Cc1cccc(-n2c(C)nc3ccccc3c2=O)n1,-2,3,0,-6,-26,0,-2,-2,-16,2,-23
C[C@]12CCC(=O)C=C1C=CC1C2CC[C@@]2(C)C1CC[C@@H]2O (stereo partly drawn),-27,8,-9,-5,-12,2,2,-12,-5,-3,-24
Cc1cc(C)nc(N2Cc3ccccc3C2=N)n1,-8,-13,-1,6,0,1,-6,4,22,-7,-6
NS(=O)(=O)c1ccc(N2CCNCC2)cc1,5,-2,-7,-11,14,-6,8,2,3,-5,3
COC(=O)N1Cc2ccccc2-n2nncc2C1,12,1,0,-10,5,-7,-3,15,4,0,-7
CC(C)Oc1ccc(C2(C#N)CC[N+](C)(C)CC2)cc1,11,12,-4,8,-2,-3,-12,12,15,-2,-11
O=C(Nc1ccc(C(=O)O)cc1)Oc1ccc(N(CCCl)CCCl)cc1,8,-31,3,·,-104,-8,13,12,-8,10,-21
COc1ccc(C)cc1NC1=NC(C)(C)CS1,-3,-7,2,-2,8,0,-1,7,-4,2,17
O=C(c1cccc(Cl)c1)C1CCCN(Cc2cccc3cnccc23)C1 (stereo not drawn),26,8,0,-4,9,0,34,-24,11,-8,21
C=COCCn1c(C)c(C(C)=O)c2cc(O)ccc21,27,-10,0,10,14,-4,8,12,16,-7,17
CC(=O)Nc1ccc(OC(=O)N(C)c2ccccc2)cc1,-3,3,-3,-5,-10,0,-17,-2,18,-3,-6
Cc1ccc(CN2CCN(Cc3ccccc3F)CC2)cc1,7,-2,6,3,13,-2,-4,-1,10,-5,-10
O=P(C(Cl)Cl)(N1CCOCC1)N1CCOCC1,6,4,2,4,3,-8,-6,0,-13,-13,-13
C=CCn1c(O)c(/C(CC)=N/NC(=S)Nc2ccccc2)c(=O)[nH]c1=O,-15,10,-1,1,0,12,-6,-5,7,14,-46
CC(Cc1ccccc1)/[N+]([O-])=C\c1ccc(C(F)(F)F)cc1 (stereo not drawn),-16,-100,-12,1,-61,-6,-39,-58,-57,-7,-22
Cc1ccc(O)c(CN2CCC3CCC(C3)C2)c1 (stereo not drawn),2,-14,0,-9,0,-21,3,6,0,-4,14
CCCCS(=O)(=O)N1CCN(C(=N)N[N+](=O)[O-])CC1,-7,-5,3,·,-85,3,-11,2,7,-2,-18
O=C(N/N=C/c1c(O)n(Cc2ccccc2)c(=O)[nH]c1=O)c1ccccc1O,3,-2,3,-2,-30,-2,4,-2,-8,-3,-33
O=C1NC(=O)N(C2CCCCC2)C(=O)C1C1c2ccccc2C(=O)N1Cc1ccccc1 (stereo not drawn),-1,7,-20,-11,-35,2,-4,21,3,1,-12
CCCCN1CCC(O)(c2ccccc2)C(C(=O)c2ccccc2)C1 (stereo not drawn),-16,-13,1,-1,-5,0,7,6,-32,-1,8
CCN1CCN(Cc2cc3c(cc2[N+](=O)[O-])OCO3)CC1,-1,10,-3,-2,1,0,-1,13,-4,-7,-3
COc1cccc(-c2cc(C(F)(F)F)n3nc(C(=O)N4CCC5(CC4)OCCO5)cc3n2)c1,-18,8,-2,-6,3,-1,-2,3,-8,-8,1

# High-throughput results (PubChem BioAssay)
